# RGS4 inhibitor = inhibitors of human regulator of G protein signaling 4; Potency, µM (series often up to 114 µM), inactives show top-dose activity change, negative = inhibition, hits mostly inhibitors; P49798; Transcreener GDP fluorescence polarization, RGS4-accelerated GTP hydrolysis; 390,000 compounds, 0.039% hits; also: potency is read from the fitted curve at half-maximal effect; % is scaled to controls: 0 for no effect and ±100 for the full control effect; nearly all actives have a fitted effect of over 75% in size; some results filed as inactive show a strong effect at the top dose
#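 MLSMR compounds (23 nl, pin-transferred) preincubated 10 min at room temperature with a 500nM (2x) first reagent, then RGS4 at 900nM (2x) plus Transcreener GDP mix added; fluorescence polarization (620/688 nm) read before and after 90 min at 30 °C.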
# PI4K2A block = PI4K2A (human) kinase inhibition. Q9BTU6. purified PI4K2A, ADP-Glo luminescence, 1 h; active compounds read low. activity change, negative = inhibition, % at 76.9 µM. 420,000 compounds, 0.13% hits. AID 1346378; in the data active = activity change below about -50%; inconclusive = mostly about -30% to -49%;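 also: -100% = wells without enzyme as full effect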
#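 Compounds are screened against recombinant PI4K2A using PI as substrate and ATP, the latter dispensed at 300 microM. Reactions run one hour at ambient temperature before ADP-Glo detection; full inhibition defined by wells lacking enzyme.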
# HP1b binding inh = blocks HP1-beta chromodomain binding to methylated histone tails; P83916; AlphaScreen HP1-beta / biotin-H3K9me3 peptide binding; Potency, µM (highest dose often 114 µM), inactives show at the top dose activity change, negative = inhibition, hits mostly inhibitors; 390,000 compounds, 0.56% hits; AID 540317; also: potency is read from the fitted curve at half-maximal effect; nearly all actives have a fitted effect of over 70% in size; inactives centre near 23
#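 HP1-beta protein (50 nM final) preincubated 30 min at room temperature with biotinylated H3(1-18)K9me3 peptide (50 nM) in PBS pH 7.4, 0.01% Tween-20, then compound added for 30 min. AlphaScreen streptavidin donor/nickel chelate acceptor beads (10 ug/mL final), 30 min dark, luminescence read.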
# G9a block = blocks human histone lysine methyltransferase G9a; G9a H3K9 monomethylation, AlphaScreen, 2 h; Potency, µM (highest dose often 102 µM), for the others: top-dose activity, negative = inhibition, most hits filed as inhibitors; 350,000 compounds, 8.8% hits; also: potency is read from the fitted curve at half-maximal effect; % is scaled to controls: 0 for no effect and ±100 for the full control effect; nearly all actives have a fitted effect of over 75% in size
#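 Signal arises when biotinylated H3K9 peptide, once monomethylated, bridges streptavidin donor and antibody-captured acceptor beads. Enzyme at 20 nM was preincubated 15 min with test compounds; peptide 500 nM and SAM 20 uM then reacted for 2 h.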
# GLS inhibitor = inhibitors of human glutaminase (GLS); 410,000 compounds, 0.21% hits; AID 624170; Potency, µM (highest dose often 45.5 µM), for inactives: at the highest dose activity change, negative = inhibition, hits mostly inhibitors; GLS enzymatic activity, qHTS titration; also: potency is read from the fitted curve at half-maximal effect; % is scaled to controls: 0 for no effect and ±100 for the full control effect
#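 Glutamate formation by hKGA was monitored fluorometrically using coupled glutamate oxidase, HRP and Amplex Red. Substrate was added as 1 mM L-glutamine solution; incubation was 30 min at RT after an initial read.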
# JMJD2A Tudor inh = JMJD2A Tudor domain (human) inhibition. O75164. AID 504339. 390,000 compounds, 4.4% hits. AlphaScreen JMJD2A-Tudor / H3K4me3 peptide binding. Potency, µM (titrated, usually from 114 µM), for inactives: at the highest dose activity change, negative = inhibition, most hits filed as inhibitors; also: potency is read from the fitted curve at half-maximal effect; % is scaled to controls: 0 for no effect and ±100 for the full control effect; nearly all actives have a fitted effect of over 50% in size
# Target sequence (O75164 whole entry, looked up, the tested form may be a part): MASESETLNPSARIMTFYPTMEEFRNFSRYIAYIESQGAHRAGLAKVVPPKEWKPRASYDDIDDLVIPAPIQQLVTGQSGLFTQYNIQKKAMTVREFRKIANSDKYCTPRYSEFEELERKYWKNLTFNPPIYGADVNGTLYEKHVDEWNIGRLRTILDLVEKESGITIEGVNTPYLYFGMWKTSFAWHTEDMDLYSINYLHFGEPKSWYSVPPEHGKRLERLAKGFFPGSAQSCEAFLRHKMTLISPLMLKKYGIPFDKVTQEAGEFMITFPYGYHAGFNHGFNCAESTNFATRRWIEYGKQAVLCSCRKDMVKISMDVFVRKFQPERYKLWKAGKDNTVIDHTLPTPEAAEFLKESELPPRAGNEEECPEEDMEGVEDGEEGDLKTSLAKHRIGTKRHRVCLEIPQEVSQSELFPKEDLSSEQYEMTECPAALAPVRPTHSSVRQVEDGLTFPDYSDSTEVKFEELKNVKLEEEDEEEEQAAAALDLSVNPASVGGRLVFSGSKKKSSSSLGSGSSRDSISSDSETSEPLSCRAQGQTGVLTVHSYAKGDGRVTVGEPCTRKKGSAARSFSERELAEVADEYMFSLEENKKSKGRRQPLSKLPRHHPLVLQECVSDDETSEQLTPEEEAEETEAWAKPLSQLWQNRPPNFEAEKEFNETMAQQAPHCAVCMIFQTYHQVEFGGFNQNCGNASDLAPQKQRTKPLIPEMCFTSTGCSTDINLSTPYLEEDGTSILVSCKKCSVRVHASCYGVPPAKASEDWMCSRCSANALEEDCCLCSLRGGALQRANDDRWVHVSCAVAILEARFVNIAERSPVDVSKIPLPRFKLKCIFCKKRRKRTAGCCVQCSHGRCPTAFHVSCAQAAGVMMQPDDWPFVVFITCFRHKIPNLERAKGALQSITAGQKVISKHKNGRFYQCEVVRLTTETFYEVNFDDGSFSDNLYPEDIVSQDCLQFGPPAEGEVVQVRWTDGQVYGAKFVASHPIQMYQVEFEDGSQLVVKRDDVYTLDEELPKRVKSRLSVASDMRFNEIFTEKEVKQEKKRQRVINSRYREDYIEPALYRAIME
# BAZ2B inh = inhibitors of human BAZ2B bromodomain; Q9UIF8; AlphaScreen BAZ2B-H3K14Ac peptide displacement; Potency, µM (series often up to 114 µM), for inactives: at the highest dose activity change, negative = inhibition, most hits filed as inhibitors; 360,000 compounds, 4.4% hits; AID 504333; also: potency is read from the fitted curve at half-maximal effect; % is scaled to controls: 0 for no effect and ±100 for the full control effect; nearly all actives have a fitted effect of over 60% in size
#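 BAZ2B (50 nM) with biotin-H3(5-23)K14Ac peptide (50 nM) in PBS pH 7.4, 0.01% Tween-20, preformed 30 min, then compound 30 min at room temperature; top concentration 110uM. AlphaScreen streptavidin donor/nickel chelate acceptor beads (10 ug/mL final), 20 min dark, signal read.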
# ALOX12 inh = blocks human arachidonate 12S-lipoxygenase. P18054. 580,000 compounds, 1.1% hits. Potency, µM (titrated, usually from 108 µM), for the others: at the top dose activity change, negative = inhibition, most hits filed as inhibitors. purified 12hLO, xylenol orange hydroperoxide absorbance; also: potency is read from the fitted curve at half-maximal effect; % is scaled to controls: 0 for no effect and ±100 for the full control effect
#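 Hydroperoxide product was detected by ferrous iron/xylenol orange as the 573 to 405 nm absorbance ratio. Arachidonic acid at 40 uM (final) was turned over for 30 min at room temperature by 150 nM human 12hLO, pH 7.0 Hepes buffer, after 15 min compound preincubation.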
# ERG-DNA inh = blocks human ERG Ets domain binding to DNA; fluorescence polarization, His-ERG Ets domain / labelled DNA; 370,000 compounds, 0.028% hits; Potency, µM (series often up to 76.9 µM), for the others: at the top dose FP activity, negative = inhibition, usual class: inhibitors; P11308; active = well fitted inhibition curve with a large enough effect in the polarisation, with a control signal flat; inconclusive = small, poorly fitted or top-dose-only effect, or effect the other way, or a change in a side signal; inactive = no such curve, though single readings can be large or run the other way; the % refers to the polarisation;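 also: polarization taken with two DNA probes labelled with fluorescein and Texas red; potency is read from the fitted curve at half-maximal effect; % of control where 0% means no effect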
#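 His-tagged ERG Ets domain (1 uM in the protein solution; 300mM KCl, 50mM Tris-HCl, 1mM EDTA, 1mM DTT, pH 7.5) received compound, then a probe mix of 5 nM fluorescein-DNA and 100nM Texas-615-DNA. Fluorescence polarization was read for both dyes.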
# The depositor's hits bear a star; ? = inconclusive; . = not tested or not shown; [ ] = dose if it differs, or a comment. Unless noted, calls follow the shape of the dose curve; as a rule, active = well fitted curve in the direction sought with a large enough effect; inconclusive = small, poorly fitted or top-dose-only effect, or another doubt; inactive = no such curve, though single readings can be large; an effect the other way counts as inactive or inconclusive. These rows are one share of the data; count on the stated rates, not on these rows.
no.	compound	RGS4 inhibitor	PI4K2A block	HP1b binding inh	G9a block	GLS inhibitor	JMJD2A Tudor inh	BAZ2B inh	ALOX12 inh	ERG-DNA inh
1	FC(F)(F)c1cccc(N2CCN(Cc3cccnc3)CC2)c1	23%	12	?	14µM*	2%	1.3µM*	-34%	-10%	-10%
2	COc1cc(S(=O)(=O)N2CCN(C)CC2)c(OC)cc1Br	6%	4	28%	2%[12.7 µM]	-9%	5%	2%	0%	-5%
3	CCC1CCC(N2CCN(c3ccc(F)cc3)CC2)CC1 (configuration not stated)	14%	-3	16%	45µM*	29%	-13%	-38%	?	6%
4	COc1ccccc1NS(=O)(=O)c1ccc(C(=O)N2CC(C)OC(C)C2)cc1 (configuration not stated)	-8%	5	23%	24%[12.7 µM]	16%	-12%	-5%	367%[activator]	5%
5	COc1cccc(N=CC2=C(O)CCCC2=O)c1	-13%	-3	37%[activator]	-4%	14%	-7%	-14%	?	1%
6	O=CN1CC(=O)N(c2ccccc2)c2c([nH]c3ccccc23)C1	-33%	-2	-6%	53%[activator][0.501 µM]	0%	-21%	?	-25%	2%
7	Cc1noc(C)c1C(=O)Nc1nnc(-c2ccccc2)s1	11%	2	26%	?	12%	-17%	-3%	6%	0%
8	Cc1ccc(CCN2CC(C(=O)NCCCN3CCOCC3)CC2=O)cc1 (configuration not stated)	-9%	-7	62%	-6%[59 µM]	2%	12%	7%	-2%	-14%
9	CN(C)c1ccc(/C=N/N(CCO)C2=NS(=O)(=O)c3ccccc32)cc1	-1%	5	22%	28%	-3%	-14%	5%	0%	-6%
10	Cc1ccc(C(=O)Nc2cc3ccccc3oc2=O)cc1	-6%	-20	35%	11%	-15%	-10%	6%	?	-5%
11	O=C(CCN=C1NS(=O)(=O)c2ccccc21)OCc1c(F)c(F)c(F)c(F)c1F	-2%	-4	19%	-1%	4%	-12%	6%	-6%	-7%
12	O=C(/C=C/c1ccccc1)Oc1cccc2cccnc12	-4%	1	58%[activator]	.	-8%	-3%	45µM*	102%[activator]	3%
13	O=C(Nn1cnc2ccccc2c1=O)c1cccc(Cl)c1	-7%	-5	47%[activator]	18%	12%	1%[57.1 µM]	-2%	-4%	0%
14	CC12CC(O)C3C(CCC4=CC(=O)CCC43C)C1CCC2=CCO (configuration not stated)	22%	-3	1%	.	3%	-8%	.	4%	-8%
15	Cc1sc2ncnc(N3CCN(C(=O)c4ccco4)CC3)c2c1C	-9%	-1	12%	43%[12.7 µM]	0%	-17%	17%	5%	0%
16	COc1ccccc1C(=O)O/N=C(\N)c1ccccn1	7%	-12	15%	.	0%	-16%	16%	196%[activator]	-2%
17	Cc1ccccc1-n1c(C)nnc1SCC(=O)N(C)C1CCS(=O)(=O)C1 (configuration not stated)	16%	-1	14%	-42%	-1%	-6%	-17%	-9%	6%
18	CC(C)(C)N1C(=O)[C@H]2[C@@H](c3ccc(Br)cc3)N3C(=O)N(c4ccccc4)C(=O)[C@@]3(C)[C@H]2C1=O	-9%	-2	38%	12%	7%	-13%	-8%	-11%	2%
19	CCOc1ccc(N2CC(C(=O)N3CCCC3)CC2=O)cc1 (configuration not stated)	6%	4	-20%	3%	2%	-14%	-19%	-6%	2%
20	O=C(Cn1nnc(-c2ccccc2F)n1)NCc1ccco1	15%	-3	-7%	?	9%	-25%	?	-5%	0%
21	CCc1ccc(NC(=O)C(=O)NCCc2csc(-c3cccc(F)c3)n2)cc1	-18%	-7	27%[57 µM]	1%[59 µM]	7%	-9%	-3%	-11%	0%
22	CNC(=O)c1[nH]nc2c1CCc1ccccc1-2	13%	1	20%	6%	0%	10%	-24%	63%[activator]	-2%
23	CCN(c1ccc(OC)cc1)S(=O)(=O)N1CCCC(C(=O)NCc2cccc(C)c2)C1 (configuration not stated)	16%	-1	35%	33%	0%	-7%	2%	24%	-1%
24	COc1ccc(CC(=O)N2CCc3cc(OC)c(OC)cc3C2COc2ccc3c(C)cc(=O)oc3c2)cc1OC (configuration not stated)	13%	-2	3%	10%[59 µM]	-2%	-22%	4%	-26%	3%
25	C=CC(=O)NCCCc1cc(C(C)(C)C)c(O)c(C(C)(C)C)c1	20%	6	17%	10%[59 µM]	?	-19%	-6%	-8%	8%

# 4 compounds from above, sorted by the number in PI4K2A block, falling.
no.	compound	RGS4 inhibitor	PI4K2A block	HP1b binding inh	G9a block	GLS inhibitor	JMJD2A Tudor inh	BAZ2B inh	ALOX12 inh	ERG-DNA inh
4	COc1ccccc1NS(=O)(=O)c1ccc(C(=O)N2CC(C)OC(C)C2)cc1 (configuration not stated)	-8%	5	23%	24%[12.7 µM]	16%	-12%	-5%	367%[activator]	5%
19	CCOc1ccc(N2CC(C(=O)N3CCCC3)CC2=O)cc1 (configuration not stated)	6%	4	-20%	3%	2%	-14%	-19%	-6%	2%
18	CC(C)(C)N1C(=O)[C@H]2[C@@H](c3ccc(Br)cc3)N3C(=O)N(c4ccccc4)C(=O)[C@@]3(C)[C@H]2C1=O	-9%	-2	38%	12%	7%	-13%	-8%	-11%	2%
11	O=C(CCN=C1NS(=O)(=O)c2ccccc21)OCc1c(F)c(F)c(F)c(F)c1F	-2%	-4	19%	-1%	4%	-12%	6%	-6%	-7%

# Remaining list, next part
no.	compound	RGS4 inhibitor	PI4K2A block	HP1b binding inh	G9a block	GLS inhibitor	JMJD2A Tudor inh	BAZ2B inh	ALOX12 inh	ERG-DNA inh
26	Cc1cc(C)n(C(C[N+](=O)[O-])c2ccc(Cl)cc2)n1 (configuration not stated)	-28%	0	-3%	?	-22%	?	?	?	4%
27	C[C@H](NC(=O)N1CCn2c1nc1ccccc12)C(=O)NC1CCCCC1	14%	1	31%	15%[0.0925 µM]	1%	-17%	-6%	8%	12%
28	O=C(COc1ccccc1Cl)Nc1ccc(N2CCCC2)cc1	7%	0	2%	7.9µM*	30%[activator]	?	-39%	403%[activator]	10%
29	O=C1C(C=Nc2ccccc2O)=C(O)c2ccccc21	-7%	-17	24%	2%[59 µM]	-5%	-26%	-27%	1%	0%
30	Cc1cc(C)cc(NC(N)=S)c1	3%	1	22%	-14%	9%	-11%	-6%	?	-8%
31	COc1cccc(-c2nn(-c3ccccc3)cc2CN(C)C(C)c2ccon2)c1 (configuration not stated)	5%	2	21%	58%[activator]	-1%	3%	0%	7%	5%
32	CCOc1ccccc1NC(=O)c1ccc(C(=O)Nc2ccccc2OCC)cc1	-10%	-2	23%	7%[59 µM]	-3%	-3%	-2%	-6%	-1%
33	C/C(=N\N1CCN(c2ccccc2)CC1)c1ccco1	-11%	6	1%	56µM*	-17%	-15%	?	1%	-3%
34	CN(C)CCNC(=O)C1CC(=O)N(c2ccc(F)c(Cl)c2)C1 (configuration not stated)	7%	3	5%	?	-2%	-5%	-19%	17%	-1%
35	CCOC(=O)c1csc(COc2ccc(OC)cc2)n1	5%	3	18%	4%[59 µM]	-7%	-9%	3%	-8%	13%
36	O=C(Cn1ncn2c(cc3cc(F)ccc32)c1=O)NC1CCCCC1	-16%	-2	23%	?	3%	-13%	3%	-22%	0%
37	COC(=O)c1ccccc1NC(=O)c1onc(C)c1Cl	4%	-1	26%	28%	-9%	-11%	1%	-1%	-10%
38	CCOC(=O)CSc1nsc(SCC(=O)OCC)c1C#N	1%	-1	95%[activator]	4%[59 µM]	3%	21%	36%	?	-8%
39	Cc1ccc(CCNC(=O)c2ccc3nc4ccc(Cl)cc4c(=O)n3c2)cc1	-1%	-1	38%	11%	9%	-8%	1%	?	-4%
40	C=CCN1C(=O)/C(=C2/Sc3ccccc3N2C)SC1=Nc1ccccc1C	-2%	1	-23%	4%[12.7 µM]	8%	?	?	?	0%
41	CCCNC(=O)c1onc(CSc2ccc(Cl)cc2)c1C(=O)NC(C)C	?	-1	30%	-6%[2.33 µM]	-1%	-11%	18%	16%	-1%
42	CCSc1nnc(NC(=O)C(CC)Oc2ccccc2)s1 (configuration not stated)	9%	15	35%	8%[59 µM]	-1%	6%	.	10%	-12%
43	Cc1cccc(N2C(=NC(=O)c3ccccc3)SC3CS(=O)(=O)CC32)c1 (configuration not stated)	-20%	0	26%	.	3%	-1%	-15%	417%[activator]	-2%
44	CCCN(C(=O)Cn1nc(C)c([N+](=O)[O-])c1C)c1c(N)n(Cc2ccccc2)c(=O)[nH]c1=O	-31%	3	21%	45µM*	-7%	-3%	9%	?	15%
45	CCc1nnc(NC(=O)CSc2nnnn2C)s1	-47%	3	40%[activator]	?	-4%	?	-6%	0%	-2%

# Reprinted at random: 2 compounds from above.
no.	compound	RGS4 inhibitor	PI4K2A block	HP1b binding inh	G9a block	GLS inhibitor	JMJD2A Tudor inh	BAZ2B inh	ALOX12 inh	ERG-DNA inh
33	C/C(=N\N1CCN(c2ccccc2)CC1)c1ccco1	-11%	6	1%	56µM*	-17%	-15%	?	1%	-3%
34	CN(C)CCNC(=O)C1CC(=O)N(c2ccc(F)c(Cl)c2)C1 (configuration not stated)	7%	3	5%	?	-2%	-5%	-19%	17%	-1%

# Screening data from PubChem BioAssay.
